Source: PubChem BioAssay (several laboratories)
SUMO HTRF inh – inhibitors of human SUMOylation (UBC9) | P63279 | HTRF SUMOylation assay, SAE1/SAE2 + UBC9, in vitro | inhibition, % at 35 µM | 0.36% of 290,000 active; in the data active = inhibition above about 50%, passing the limit was not always enough; note: strong numbers were not always called active
VIM-2 inhibitor – blocks Pseudomonas aeruginosa VIM-2 metallo-beta-lactamase. 0.89% of 290,000 active. purified VIM-2, nitrocefin hydrolysis, epi-absorbance fluorescence. inhibition, % at 5.6 µM;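 active = inhibition above the mean of all tested compounds plus 3 SD, cutoff set per screening run, cut at about 7.5% in these data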;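 note: red hydrolysis product quenches plate fluorescence so inhibitors raise well fluorescence; 0% = enzyme with DMSO and 100% = DMSO without enzyme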
p-CIP stab down – p/CIP protein destabilization; F442A p/CIP-EGFP cells, EGFP fluorescence, 16 h; decrease of EGFP signal, % at 10 µM; 0.01% of 290,000 active;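 active = EGFP signal decrease of at least 30% at 10 µM or well 3 SD below plate mean, unless failing retest; inactive = the rest, including hits failing retest or dose response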; note: some compounds called inactive have numbers as strong as hits; many of its hits are not listed in these tables
FID counter – counter-screen for HCV NS3 helicase inhibitors: DNA intercalator displacement; inhibition, % at 7.9 µM; DNA fluorescent intercalator displacement, fluorescence; 0.17% of 290,000 active; in the data active = inhibition above about 37%;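 note: 0% = vehicle and 100% = reference compound; higher means more ethidium bromide displaced from hairpin DNA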
IMP-1 inhibitor – inhibitors of Pseudomonas aeruginosa IMP-1 metallo-beta-lactamase; purified IMP-1, nitrocefin hydrolysis, epi-absorbance fluorescence; inhibition, % at 5.6 µM; 0.45% of 290,000 active; AID 1556;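 active = inhibition above the mean plus 3 SD of all compounds in the same screening run, cut at about 4.5% in these data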;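 note: 0% = IMP-1 with DMSO and 100% = DMSO wells lacking enzyme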
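System: purified recombinant IMP-1 beta-lactamase. Medium: Zinc- and detergent-supplemented HEPES buffer, pH 7.1. Compound: one 5.6 µM dose […]. Schedule: 15 min preincubation plus 25 min reaction at 25 °C. Technique: Epi-absorbance fluorescence, 480 nm excitation, 530 nm emission.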
PHOSPHO1 block – PHOSPHO1 (human) inhibition. inhibition, % at 13.3 µM. recombinant PHOSPHO1, absorbance phosphatase assay. 1.1% of 290,000 active. Q8TCT1. AID 1565; in the data active = inhibition above about 60%
MEKK3 PB1 HTS – raises or lowers MEK5 binding to the human MEKK3 PB1 domain. Q99759. bead-based flow cytometry, Alexa488-MEK5 binding to MEKK3; actives lie on both sides; 0 = blocked by unlabeled MEK5, 100 = vehicle. binding response (% of control), % at 10 µM. 1.4% of 290,000 active. AID 1529;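 active = binding response more than 3 SD above or below the average of its plate-row segment, actives on both sides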;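 note: Alexa488 bead fluorescence after subtracting the streptavidin-only scavenger bead signal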
HCV NS3 hel inh – blocks Hepatitis C virus NS3 helicase unwinding; NS3 helicase DNA unwinding, Cy5 molecular beacon fluorescence; inhibition, % at 10.9 µM; 0.56% of 290,000 active;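 active = inhibition above the mean of all tested compounds plus 3 SD, set per campaign, cut at about 35% in these data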;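 note: 0% = DMSO wells and 100% = thioflavine S control wells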
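Material: hepatitis C virus NS3 helicase domain fragment enzyme; measured by: Cy5 fluorescence, 0 and 60 min reads; control set: DMSO and thioflavine S; incubation: 60 min unwinding reaction at 25 °C after ATP addition; read-out basis: % inhibition from 60/0 min fluorescence ratio, DMSO 0%, thioflavine S 100%; repeats: singlicate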
IDE act – activators of human insulin-degrading enzyme in cells. HEK cells, FAbeta-B cleavage, fluorescence polarization; 0% vehicle, 100% cell-free pure enzyme wells. activation, % at 5.96 µM. 0.073% of 340,000 active. AID 493087;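 active = activation above the mean of all tested compounds plus 3 SD, set per screening campaign, cut at about 17% in these data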
* marks the source's active call; other numbers are inactive results; · = no result given. These rows are one share of the data, so the mix of outcomes need not match the whole.

Values run as follows: SUMO HTRF inh	VIM-2 inhibitor	p-CIP stab down	FID counter	IMP-1 inhibitor	PHOSPHO1 block	MEKK3 PB1 HTS	HCV NS3 hel inh	IDE act
O=C(CSc1nnc(SCc2ccc(F)cc2)s1)Nc1ccc(C(=O)O)cc1
  36	-1.8	-1	-41	-2.3	30	111	10	3
CC(NS(=O)(=O)c1ccc2[nH]c(=O)c(=O)[nH]c2c1)C(=O)O (stereo not given)
  -18	-3.4	2	3	-3.6	22	100	5	7
CC1CN=C(N(C(=S)Nc2ccccc2)c2cccc(C(F)(F)F)c2)S1 (stereo not given)
  10	0.0	-15	0	0.1	0	100	-8	·
Cc1ccc(C(=O)NNC2CC(=O)N(c3ccc4c(c3)OCCO4)C2=O)cc1 (stereo not given)
  6	-4.0	-9	-29	-2.4	-5	102	25	-4
O=C(/C=C/c1cccc([N+](=O)[O-])c1)N1CCN(Cc2ccc3c(c2)OCO3)CC1
  -3	-1.2	2	7	-1.5	-5	101	-18	3
O=C(COc1ccc(Cl)cc1Br)N1CCN(c2ccccc2)CC1
  -13	-2.0	-22	-9	-3.1	-2	101	-5	-1
CC(=O)Oc1ccc2c(c1)OC(c1ccccc1)CC21CC(C)(C)NC(=O)N1 (stereo not given)
  9	-3.3	-2	-18	-4.6	-7	95	5	-1
O=c1onc(-c2ccc(Cl)cc2)n1Cc1ccc(F)cc1
  -22	0.7	10	-7	-0.6	0	98	3	4
O=C(c1ccc(Cl)cc1)c1oc2ccccc2c1CS(=O)c1ccc(Cl)cc1 (stereo not given)
  -5	-2.9	10	0	-3.7	107*	84	-3	1
Cc1cccc(N(C)c2cc(C)nc3ncnn23)c1
  4	-0.7	-10	-3	-3.8	26	96	-5	5
Cc1ccc(C)c(NC(=O)C2CC=CCC2C(=O)O)c1 (stereo not given)
  18	-0.8	-3	0	-3.1	10	104	2	4
CCN1CCN(C(=S)c2ccc([N+](=O)[O-])cc2)CC1
  -7	-1.1	-6	4	-2.0	-7	98	-1	-3
CC1(C)CC(NC(=O)CCc2nnc(CCCCc3ccccc3)o2)CCO1 (stereo not given)
  3	-4.3	3	-31	-0.8	23	101	0	1
C=CCN(C1CCCCC1)S(=O)(=O)c1ccc2c(c1)oc(=O)n2C
  23	-1.3	-8	-7	-4.3	15	96	-3	4
COc1cc(C(=S)N2CCOCC2)cc(OC)c1OS(=O)(=O)c1ccc(C)cc1
  8	-0.4	1	-28	-1.4	30	110	-10	6
CCN(CC)c1c(-c2ccccc2)c2cc(C)ccc2[nH]c1=O
  -4	-0.3	3	-1	-1.4	-2	106	11	-1
CN=C(Nc1ccc(C)c(C)c1)SC1CC(=O)N(c2ccc(OC)cc2)C1=O (stereo not given)
  11	-0.7	-18	-4	-0.9	29	100	14	0
C=CCn1c(Cc2cccs2)nnc1SCC(=O)c1ccc2ccccc2c1
  11	-1.1	8	-21	-4.1	53	97	-5	-1
COc1cccc(CNC(=O)C2CCN(S(=O)(=O)N3CC(C)CC(C)C3)CC2)c1 (stereo not given)
  2	-2.1	5	-15	-3.6	-11	103	0	-2
O=C(Nc1ccccc1)c1ccc(S(=O)(=O)N2CCCC2)cc1
  8	-3.3	-16	-3	-4.5	17	109	1	6
CCOc1ccc(NC(=O)CC2SC(N)=NC2=O)c([N+](=O)[O-])c1 (stereo not given)
  -3	-1.7	11	2	-2.8	40	101	0	1
O=C1CC(c2ccccc2)CN1C(=O)c1cccnc1 (stereo not given)
  12	-5.7	-3	-2	-1.3	29	141*	-2	3
COc1cc(S(=O)(=O)Nc2ccccn2)ccc1F
  -3	-1.6	-16	-2	-1.8	1	99	2	7
O=c1nc2ccccc2c2n1CC(CN1CCN(C(c3ccccc3)c3ccccc3)CC1)N2 (stereo not given)
  -3	-1.1	-11	-3	-1.0	24	104	-36	-4
NNC(=O)c1ccc(Cn2cc(Br)cn2)cc1
  -19	-4.2	-1	-12	0.0	13	113	11	-2
O=S(=O)(c1ccc2c(c1)OCO2)N1CCN(c2nnnn2-c2ccccc2)CC1
  18	-3.1	-40	-11	-2.9	24	103	-5	2
O=C(c1ccco1)c1n[nH]nc1-c1ccccc1
  -19	-3.3	4	0	-3.1	-3	107	7	0
S=C(NCCCCNC(=S)NCc1ccccc1)NCc1ccccc1
  6	-3.1	-2	-15	-3.7	12	101	4	3
CCN(C(=O)COC(=O)c1[nH]c(=O)[nH]c(=O)c1N)c1ccccc1
  12	1.7	-4	2	-2.5	40	99	-11	3
CCN(C(=O)CSc1cc(C)c2ccc(OC)cc2n1)C1CCS(=O)(=O)C1 (stereo not given)
  -9	-0.3	-2	-32	-1.7	-10	104	-19	10

Some of the entries so far, field by field:
Structure: Cc1cccc(N(C)c2cc(C)nc3ncnn23)c1
- SUMO HTRF inh: 4
- VIM-2 inhibitor: -0.7
- p-CIP stab down: -10
- FID counter: -3
- IMP-1 inhibitor: -3.8
- PHOSPHO1 block: 26
- MEKK3 PB1 HTS: 96
- HCV NS3 hel inh: -5
- IDE act: 5

Structure: Cc1ccc(C)c(NC(=O)C2CC=CCC2C(=O)O)c1 (stereo not given)
- SUMO HTRF inh: 18
- VIM-2 inhibitor: -0.8
- p-CIP stab down: -3
- FID counter: 0
- IMP-1 inhibitor: -3.1
- PHOSPHO1 block: 10
- MEKK3 PB1 HTS: 104
- HCV NS3 hel inh: 2
- IDE act: 4

Returning to the listing; the 3 compounds before the break are reprinted first.
Values run as follows: SUMO HTRF inh	VIM-2 inhibitor	p-CIP stab down	FID counter	IMP-1 inhibitor	PHOSPHO1 block	MEKK3 PB1 HTS	HCV NS3 hel inh	IDE act
S=C(NCCCCNC(=S)NCc1ccccc1)NCc1ccccc1
  6	-3.1	-2	-15	-3.7	12	101	4	3
CCN(C(=O)COC(=O)c1[nH]c(=O)[nH]c(=O)c1N)c1ccccc1
  12	1.7	-4	2	-2.5	40	99	-11	3
CCN(C(=O)CSc1cc(C)c2ccc(OC)cc2n1)C1CCS(=O)(=O)C1 (stereo not given)
  -9	-0.3	-2	-32	-1.7	-10	104	-19	10
CC(C)=CCSc1nnc([C@@H](NC(=O)OC(C)(C)C)C(C)C)o1
  -13	-3.1	-4	-32	-2.8	-2	104	1	-1
C=CCNS(=O)(=O)c1cccc2cc(C(=O)O)c(O)cc12
  42	-2.5	-4	3	-3.2	33	134*	1	-2
FC(F)(F)c1ccccc1/C=N/Nc1ccccn1
  3	-4.1	-1	-5	-2.9	27	93	-11	2
CCOC(=O)c1nnn(-c2nc(OC)nc(N3CCCC3)n2)c1-c1ccccc1
  -9	-2.1	-6	-7	-1.3	4	·	2	2
CC(C)NC(=O)CCCc1c[nH]c2ccccc12
  2	-3.7	-5	-3	-1.3	20	123	-3	1
COC(=O)Cc1cc(=O)n2[nH]c(C)cc2n1
  24	-2.7	-1	-5	-1.9	12	105	-2	-6
COC(=O)c1ccc(NC(=O)Cn2c(-c3nonc3N)nc3ccccc32)cc1
  16	-2.5	-16	-4	-2.4	43	107	0	2
Cc1ccc(N2C(=O)C(CN3CCCC3)C2c2ccccc2)cc1 (stereo not given)
  -11	-1.8	-6	8	-1.3	51	103	-18	5
Cc1occc1C(=O)N1CCN(Cc2ccccc2)CC1
  24	-5.1	-4	-8	-7.0	6	104	7	2
CC(C1CCN(Cc2cn(C)nc2-c2cccc(Cl)c2)CC1)N1CCOCC1 (stereo not given)
  4	-1.2	-10	12	-2.5	44	100	-8	7
Cc1c(Cl)cccc1NC(=O)Nc1c(C)n(C)n(-c2ccccc2)c1=O
  12	0.2	-7	-13	-1.1	42	102	8	5
CC(=O)Nc1ccc(C(=O)N(C)C(C(=O)Nc2ccccc2)c2ccccn2)cc1 (stereo not given)
  -4	-3.5	-9	-11	-4.4	10	113	-9	-3
CCCCNc1ccc2c3c(cccc13)C(=O)N(CCCC)C2=O
  31	15*	-628	-13	12*	16	96	-15	45*
Cc1cc2nn(-c3ccc(Cl)cc3)nc2cc1N
  21	0.9	11	-4	0.9	-19	104	30	1
O=C(Nc1ccccn1)c1cc2ccccc2cc1O
  36	0.2	-19	-12	-2.2	22	104	2	1
CCOC(=O)N1CCC(N2C(=O)c3ccccc3C2Nc2cc(C(=O)OC)cc(C(=O)OC)c2)CC1 (stereo not given)
  20	-4.0	-12	-6	-3.4	-5	97	14	-4
O=C(COc1ccc(Cl)cc1Cl)c1ccc[nH]1
  19	-1.8	-15	0	-2.2	32	102	-3	3
Cn1c(CNC(=O)CNS(=O)(=O)c2ccc(Cl)cc2)cc(=O)n(C)c1=O
  13	-2.2	-9	-11	-3.8	30	95	8	-2
CC(C)Cc1oc(C(=O)O)cc1CN1CCOCC1
  19	-2.3	11	3	-1.4	16	102	-11	1
Cc1cccc(N2C(=O)c3ccccc3C2=O)n1
  8	0.2	-2	0	-1.4	1	105	1	-2
CCOC(=O)C1=C(C)N=C2c3ccccc3C(=O)C2C1c1ccc(Br)cc1 (stereo not given)
  8	-3.4	7	-1	-4.4	-18	94	3	·
COC(=O)c1ccc(C(=O)OC)c(NC(=S)N2CCOCC2)c1
  5	-1.8	8	0	-1.9	41	102	0	1
